HEK cytotox = cytotoxic compounds in HEK 293 cells | HEK 293 viability, ATP luminescence (CellTiter-Glo), 48-72 h | Potency, µM (top dose mostly 115 µM), for the others: at the top dose activity change, negative = cytotoxicity, usual class: inhibitors | hit rate 6.6% among 94,000; further: potency means the concentration at half of the fitted maximal effect; nearly all actives have a fitted effect of over 60% in size
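HEK 293 cells at 250 cells/well were exposed to compounds by pintool transfer for 48 or 72 hr at 37 degree Celsius, 5% CO2. Viability was read as ATP-coupled luminescence with CellTiter-Glo after 10 min at room temperature.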
3T3 cytotox = NIH 3T3 cell cytotoxicity | NIH 3T3 viability, CellTiter-Glo ATP luminescence, 48-72 h | Potency, µM (top dose mostly 96.7 µM), for inactives: at the highest dose activity change, negative = cytotoxicity, hits mostly inhibitors | hit rate 4.3% among 94,000 | AID 1345082; further: potency means the concentration at half of the fitted maximal effect; nearly all actives have a fitted effect of over 55% in size
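First NIH 3T3 cells are plated at 400 cells/well; next compound is pinned in; then plates incubate 48 or 72 hr at 37 °C; finally CellTiter-Glo is added and luminescence read after 10 min.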
GPT2 inh = GPT2 alanine aminotransferase inhibition | Recombinant GPT2, coupled pyruvate oxidase/HRP Amplex Red fluorescence | Potency, µM (doses to about 57.7 µM), for the others: at the top dose activity change, negative = inhibition, most hits filed as inhibitors | hit rate 0.25% among 100,000 | AID 1671188; further: potency means the concentration at half of the fitted maximal effect; nearly all actives have a fitted effect of over 60% in size; many of its hits are not listed in these tables
Target sequence (Q8TD30 whole entry, looked up): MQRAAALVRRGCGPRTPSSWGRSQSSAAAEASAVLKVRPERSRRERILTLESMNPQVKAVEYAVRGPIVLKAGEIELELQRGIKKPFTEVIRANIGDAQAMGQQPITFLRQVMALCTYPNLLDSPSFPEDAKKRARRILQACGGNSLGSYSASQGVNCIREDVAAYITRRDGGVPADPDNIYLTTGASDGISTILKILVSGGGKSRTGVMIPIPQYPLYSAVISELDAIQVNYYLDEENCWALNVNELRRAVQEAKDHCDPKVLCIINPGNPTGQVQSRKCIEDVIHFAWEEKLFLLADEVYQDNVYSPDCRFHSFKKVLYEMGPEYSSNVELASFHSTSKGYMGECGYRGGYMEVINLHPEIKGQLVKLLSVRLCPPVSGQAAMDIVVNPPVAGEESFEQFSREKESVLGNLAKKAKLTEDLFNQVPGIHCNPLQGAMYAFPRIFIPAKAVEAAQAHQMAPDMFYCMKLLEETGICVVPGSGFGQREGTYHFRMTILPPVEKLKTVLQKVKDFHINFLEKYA
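Recombinant GPT2 (10ng/uL) with 250uM a-KG and 2mM L-alanine, 30 min at room temperature, in HEPES pH 7.5 buffer. Pyruvate detected by pyruvate oxidase/HRP/Amplex Red fluorescence after 30 min in the dark; AOA (50uM) as positive control.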
IP6K1 inhibitor = IP6K1 kinase inhibition. Q92551. IP6K1 kinase, ADP-Glo luminescence, 2 h; active compounds read low. activity change, % (series mostly up to about 58 µM). hit rate 0.81% among 140,000. AID 1645851; in the data active means activity change below about -25%
Target sequence (Q92551 whole entry, looked up): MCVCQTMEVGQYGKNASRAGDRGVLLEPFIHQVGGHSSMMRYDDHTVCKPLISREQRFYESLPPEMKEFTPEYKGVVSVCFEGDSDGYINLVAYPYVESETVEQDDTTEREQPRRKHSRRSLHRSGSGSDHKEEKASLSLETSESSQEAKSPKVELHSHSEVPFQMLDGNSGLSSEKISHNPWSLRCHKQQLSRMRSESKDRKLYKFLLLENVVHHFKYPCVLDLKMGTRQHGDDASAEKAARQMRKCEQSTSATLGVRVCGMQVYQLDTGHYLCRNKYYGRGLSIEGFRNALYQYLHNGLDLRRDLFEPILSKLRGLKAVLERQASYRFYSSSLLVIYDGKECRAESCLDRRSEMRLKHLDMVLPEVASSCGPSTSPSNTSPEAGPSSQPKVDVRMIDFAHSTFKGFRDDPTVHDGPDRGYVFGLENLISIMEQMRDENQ
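ADP-Glo luminescence measures ADP made by human IP6K1 during a 2 h RT reaction with ATP/IP6 (mix at 1.3 mM/130 uM); top library doses 57.5 and 19.1 uM final.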
HEK293 viab = reduces viability of HEK-293 SNCA reporter cells; HEK-293-SNCA-luc viability, GF-AFC fluorescence, 24 h; Potency, µM (doses to about 57.1 µM), for inactives: at the top dose activity change, negative = cytotoxicity, actives largely listed as cytotoxic; AID 1671193; hit rate 0.12% among 150,000;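 further: potency means the concentration at half of the fitted maximal effect; 0% = DMSO-treated cells and -100% = medium-only wells without cells; nearly all actives have a fitted effect of over 30% in size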
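HEK-293-SNCA-luc cells (1500/well) plated 24 h, then exposed 24 h to a dilution series; GF-AFC added 30 min at 37C, fluorescence 405/540 nm; normalised to medium-only and DMSO wells, Hill fit.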
SNCA expr inh = inhibitors of alpha-synuclein (SNCA) gene expression. HEK-293 SNCA-luciferase knock-in, luminescence, 24 h. hit rate 0.17% among 140,000. Potency, µM (top dose mostly 57.2 µM), for the others: at the highest dose activity change, negative = inhibition, hits mostly inhibitors;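 further: potency means the concentration at half of the fitted maximal effect; plate controls were DMSO cells for no effect and cell-free wells for full effect; nearly all actives have a fitted effect of over 45% in size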
FLuc inh = blocks purified firefly luciferase enzyme activity | P08659 | purified P. pyralis luciferase, luminescence, biochemical | Potency, µM (top dose mostly 115 µM), for the others: at the top dose activity change, negative = inhibition, usual class: inhibitors | hit rate 2.5% among 76,000 | AID 1347043; further: potency means the concentration at half of the fitted maximal effect; nearly all actives have a fitted effect of over 65% in size
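FLuc 10nM, D-luciferin 10uM, ATP 10uM, Mg acetate 10mM, Tris acetate pH 7.5, Tween/BSA; cpd qHTS; enzyme added last; CCD luminescence.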
Starred values were filed as active, the others as inactive; i = inactive; u = inconclusive; x = no result given; & = joins results of further samples; [ ] = remark or other dose. Unless noted, the call rests on the fitted dose curve; in most records, active means well fitted curve in the direction sought with a large enough effect; inconclusive means small, poorly fitted or top-dose-only effect, or another doubt; inactive means no such curve, though single readings can be large; an effect the other way counts as inactive or inconclusive. Unless noted, on the % scale 0 is the no-effect control and ±100 the full control effect. This is a subset, so the mix of outcomes need not match the whole.

SMILES	HEK cytotox	3T3 cytotox	GPT2 inh	IP6K1 inhibitor	HEK293 viab	SNCA expr inh	FLuc inh
CC(=O)c1ccc2c(c1)C(O)C(C(C)(C)O)O2 (stereo not given)	x	x	i	3	-12%	x	x
CC(C)c1ccc(CN2CC[C@@H]3OCC(=O)N(C(C)C)[C@H]3CC2)cc1	u	u	-9%[88.5 µM]	-1	-10%[87.6 µM]	-1%[87.6 µM]	-12%[172 µM]
CCCNC(=O)c1cc2n(n1)CCCN(Cc1ccc(C)cc1)C2=O	x	x	x	19	7%	22%	x
COC1C(=O)N(CC2CC2)C12CCN(S(=O)(=O)Cc1ccccc1F)CC2 (stereo not given)	-11%	-23%	i	3	-1%	-4%	x
COc1ccc2[nH]c3c(c2c1)CCNC31CCN(C(=O)c2sccc2C)CC1	u	-31%	4%	4	2%[12.5 µM]	u	-6%
Oc1cc2c(cc1O)CN(C(=S)NCCc1ccc(Cl)cc1)CCC2	x	x	u	x	-19%	36%[activator]	x
CC(C)NC(=O)N1CCC2(CC1)CC(N(Cc1ccc(F)cc1)C1CC1)CCO2 (stereo not given)	-15%	-12%	i	12	3%	-19%	14%
CN(C)Cc1cn2c(=O)n(C)cc(-c3ccc(O)c(F)c3)c2n1	-15%[172 µM]	u	-15%[88.5 µM]	-19	2%[87.6 µM]	u	-4%[172 µM]
Cc1cc(C)c2c(=O)c3c(oc2c1)C(=O)N(Cc1ccco1)C3c1ccc(F)cc1 (stereo not given)	x	x	x	1	11%	5%	x
COc1ccc(C(=O)N[C@H]2C[C@H]3C(=O)NC[C@@H](CCC(=O)NCc4cccnc4)N3C2)cc1	-6%	-7%	3%	12	-3%	12%	6%
CCOC(=O)C1CCCN(C(=O)c2[nH]c3ccccc3c2Sc2ccc(Cl)cc2)C1 (stereo not given)	x	x	x	37	-7%	-30%	x
CNCC(=O)N1CCc2ncnc(N3CCSCC3)c2CC1	2%	2%	-37%	12	3%	-23%	-13%
O=C(NCCn1cnc2ccccc21)C1CC(=O)N(c2n[nH]c3ccccc23)C1 (stereo not given)	2%	i	-20%	10	3%	4%	8%
COC(=O)c1cc2n(n1)CCCN(S(=O)(=O)c1ccc(-c3ccno3)o1)C2	i	0%	-7%	-4	-2%	21%	7%
COc1cccc(CNC(=O)[C@@H]2C[C@@H](O)CN2C2CCN(C(=O)Cc3c(C)noc3C)CC2)c1	i	-3%	-5%	-12	19%	19%	x
Cc1ccc(F)c(NC(=O)c2cc3c(N4CCSCC4)nc(C)cn3n2)c1	u	u	-10%	-10	-1%	50%[activator]	-4%
COc1ccc(CNC(=O)c2ccc3c(c2)N(C(=O)c2ccc(F)cc2)CC3)c(OC)c1	u	u	-2%	-12	-17%	4%	2%
CC(C)C(=O)Nc1ccc(C2(C(=O)O)CCC2)cc1	7%	i	0%	-4	0%	-6%	-6%
CCS(=O)(=O)N1CCC(N2C(=O)C(OCC3CC3)C23CCCCC3)CC1 (stereo not given)	2%	i	u	-1	1%	17%	-1%
CCCCN(C)C(=O)Cn1c(SCC(=O)Nc2ccc(C)c(C)c2)nc2ccccc21	x	x	x	-3	u	-9%	x
O=C(NCC12CCCC=C1N(CC1CC1)C(=O)CC2)c1ccccc1 (stereo not given)	u	-20%	-7%	-12	-16%	-6%	x
COc1ccc(NC(=O)c2ccc(-c3nnc4ccc(NC(=O)C5CC5)cn34)cc2)cc1	8%	i	i	6	3%	-4%	-21%
COc1cc(C2Nc3c(C)cc(C)cc3-c3cc(C)nn32)cc(OC)c1O (stereo not given)	x	x	x	-16	u	u	x
Cc1nn(-c2ccc(F)cc2)c(Oc2ccccc2)c1CCC(=O)NCC1CCCO1 (stereo not given)	u	u	-15%	-5	4%	-8%	-3%
O=C(CSc1nnc2[nH]c(=O)cc(-c3ccccc3)n12)Nc1ccccc1C(F)(F)F	x	x	x	-7	-2%	30%	x
COc1ccccc1-c1cc(C(=O)NCc2ccc(C(F)(F)F)cc2)c2cnn(C)c2n1	u	-28%	x	0	x	x	x
COc1ccc2c(CNCCc3ccccc3C)c(C(=O)O)n(Cc3ccccc3C)c2c1	x	x	x	22	-9%	25%	x
COc1ccccc1CC(=O)N1CCC(c2n[nH]c(=O)n2Cc2ccc(C)cc2)CC1	u	u	i	-18	4%	17%	-1%
COc1ccc(C(=O)N2CCCC(n3cc(-c4nc(-c5ccccc5)no4)nn3)C2)cc1 (stereo not given)	28µM*	u	-10%	8	u	36%[activator]	u
CCn1cc(C(=O)N2CCC3(CC2)CN(C2CCC2)CC3CO)cn1 (stereo not given)	u	-22%	u	4	-3%	8%	-15%
Fc1ccc(Nc2nc(-c3cccc(Cl)c3)c3c(n2)-c2ccccc2OC3)c(F)c1	x	x	x	-27*	5%	5%	x
Cn1ccnc1C(=O)N1CCCC1c1nncn1Cc1ccncc1 (stereo not given)	4%	i	2%	3	4%	-19%	-6%
CCn1cc(C(=O)N2CCN(c3ccccc3)CC2)c(=O)c2cc(S(=O)(=O)N3CCOCC3)ccc21	x	x	x	-9	6%	0%	x
O=C(NC1CCCCC1)c1ccc(CSc2nc3ccncc3n2Cc2ccccc2F)cc1	x	x	x	-13	-9%	5%	x
O=C(NCc1cccc(Cl)c1)C1CCc2nnc(CN[S+](=O)([O-])c3ccccc3Cl)n21 (stereo not given)	i	-19%	4%	-2	-11%	29%	x
COc1ccc(CCNC(=O)c2ccc(CNS(=O)(=O)c3ccccc3)cc2)cc1OC	x	x	x	38	2%	39%[activator]	x
CC(=O)N1CCN([C@H]2[C@@H]3OC[C@@H](O3)[C@@H](NCC3CCCCC3)[C@@H]2O)CC1	0%[172 µM]	4%[174 µM]	-3%[88.5 µM]	6	1%[87.6 µM]	-6%[87.6 µM]	1%[172 µM]
CCOC(=O)c1csc(NC(=O)CC[C@H]2NC(=O)c3ccccc3NC2=O)n1	-5%	-3%	i	4	3%	-8%	-10%
C[C@H]1O[C@H](O[C@H]2[C@H](O)[C@@H](O)[C@@H](O[C@H]3[C@H](O)[C@@H](O)[C@H](O)O[C@@H]3CO)O[C@@H]2CO)[C@H](O)[C@@H](O)[C@@H]1N[C@H]1C=C(CO)[C@@H](O)[C@H](O)[C@H]1O	x	x	i	1	26%[23.9 µM]	-18%[25.6 µM]	x
O=C(c1ccco1)N1CCN(c2cc(-c3cccs3)[nH]n2)CC1	-16%	-22%	-7%	12	5%	55%[activator]	-16%

Fetched by structure from the list above, two records:
SMILES	HEK cytotox	3T3 cytotox	GPT2 inh	IP6K1 inhibitor	HEK293 viab	SNCA expr inh	FLuc inh
O=C(c1ccco1)N1CCN(c2cc(-c3cccs3)[nH]n2)CC1	-16%	-22%	-7%	12	5%	55%[activator]	-16%
COc1ccc2c(CNCCc3ccccc3C)c(C(=O)O)n(Cc3ccccc3C)c2c1	x	x	x	22	-9%	25%	x

(more compounds)
SMILES	HEK cytotox	3T3 cytotox	GPT2 inh	IP6K1 inhibitor	HEK293 viab	SNCA expr inh	FLuc inh
Clc1cccc(-n2ncc3c(NCCCN4CCOCC4)ncnc32)c1	x	x	x	8	10%	136%[activator]	x
CCCS(=O)(=O)N1CCC2(CC1)CN(C(C)=O)CC2COC (stereo not given)	i	1%	4%	7	6%	-4%	-2%
Cc1cc(NC(=O)CSc2ncc(C(=O)Nc3ccc(Cl)cc3)c(=O)n2C)no1	x	x	x	-18	-17%	2%	x
Cn1cc(NC(=O)C2CC(=O)N(c3n[nH]c4cccc(F)c34)C2)cn1 (stereo not given)	-2%	0%	i	7	5%	-31%	-5%
CC(=O)N1CCCc2cc(S(=O)(=O)N3CCCC(C(=O)NC(C)C)C3)ccc21 (stereo not given)	x	x	x	-2	15%	-4%	x
CN1c2cc(C(=O)Nc3ccc(Cl)c(F)c3)ccc2C(=O)N2CCCCCC21 (stereo not given)	u	u	i	10	8%[12.5 µM]	99%[activator]	u
COc1ccccc1C(=O)N1CCC(c2n[nH]c(=O)n2-c2ccc(C)cc2)CC1	4%	-30%	i	-12	14%	-18%	-4%
CCSc1nc2c([nH]c3ccccc32)c(=O)n1-c1ccc(OC)cc1	x	x	x	-9	-1%	-21%	x
COc1ccc(-c2c(C#N)c(SCC(=O)Nc3ccccc3C)nc(C)c2C(=O)Nc2ccccc2)cc1OC	x	x	x	-2	1%	5%	x
CC(C)(C)C(=O)N1CCC(C(=O)N2CCC(N3Cc4ccccc4C3=O)CC2)CC1	-9%	-8%	i	3	-4%	-9%	x

Record cards, from the list above. Values in the order: HEK cytotox	3T3 cytotox	GPT2 inh	IP6K1 inhibitor	HEK293 viab	SNCA expr inh	FLuc inh
Cc1cc(NC(=O)CSc2ncc(C(=O)Nc3ccc(Cl)cc3)c(=O)n2C)no1 across the screens: x	x	x	-18	-17%	2%	x
COc1ccccc1CC(=O)N1CCC(c2n[nH]c(=O)n2Cc2ccc(C)cc2)CC1 across the screens: u	u	i	-18	4%	17%	-1%

Further entries
SMILES	HEK cytotox	3T3 cytotox	GPT2 inh	IP6K1 inhibitor	HEK293 viab	SNCA expr inh	FLuc inh
Cc1oc2ccn(Cc3ccccc3F)c(=O)c2c1C(=O)NCc1cc(F)cc(F)c1	35µM*	u	i	16	5%	8%	2%
O=C1NC2(CCN(C(=O)c3ccc4c(c3)OCO4)C2)OCc2ccccc21 (stereo not given)	u	-13%	i	5	-3%	8%	0%
COc1ccc(NC(=O)C2CCCN(S(=O)(=O)c3c(C)[nH]c(=O)[nH]c3=O)C2)cc1 (stereo not given)	x	x	x	-18	u	-18%	x
CC(C)(C)NC(=O)[C@@H]1CN(Cc2cccnc2)CCN1C[C@@H](O)C[C@@H](Cc1ccccc1)C(=O)N[C@H]1c2ccccc2C[C@H]1O	x	x	u	-5&13	-7%	7%[25.6 µM]	x
COCCn1c2c([n+](Cc3cnccn3)c1C)C(=O)c1ccccc1C2=O	x	x	0.15µM*	x	0.076µM*	0.096µM*	x
COc1ccccc1C(=O)N1CCc2c(c(-c3nncn3C(C)C)nn2C)C1	i	i	0%	-1	14%	2%	-2%
COc1cc(CN2CCN(Cc3cnc(C)s3)CC2CCO)cc(OC)c1 (stereo not given)	i	i	i	25	-9%	-4%	3%
CC(C)C1=NOC2(CCCN(CC3CCCCC3)C2)C1 (stereo not given)	-17%[172 µM]	-7%[138 µM]	-2%[88.5 µM]	-1	-1%[87.6 µM]	2%[87.6 µM]	x
Cc1nnc([C@H]2CCN(CCCc3ccccc3)C2)o1	-23%[230 µM]	-15%[230 µM]	0%[88.5 µM]	6	-6%[87.6 µM]	-17%[87.6 µM]	-3%[230 µM]
Cn1nccc1-c1ccccc1Oc1ccc(S(=O)(=O)Nc2nccs2)cc1C#N	x	x	i	-8	2%	x	x
Cc1ccc(-c2noc(-c3ccc(NC4CCCC4)c([N+](=O)[O-])c3)n2)cc1	x	x	x	23	-6%	43%[activator]	x
CC(C)Sc1nc2sc3c(c2c(=O)n1-c1ccccc1)CCCC3	x	x	x	4	-3%	20%	x
O=C(NCCc1ccccc1)N1CCC(Cc2nncn2CC2CC2)CC1	4%	-8%	i	-10	-5%	31%[activator]	x

Screening data from PubChem BioAssay.
